Cav3 T inh – inhibitors of human Cav3.2 T-type calcium channel. 100,000 compounds, 4% hits. O95180. Cav3.2-expressing cells, Fluo-4 calcium fluorescence FDSS; hits give low values. B-score at 10 µM;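 active means single-dose well whose peak fluorescence ratio is a statistical outlier from its plate by either plate-standardised score or position-corrected B-score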
Starred values were filed as active, the others as inactive.

| SMILES | Cav3 T inh |
| --- | --- |
| CCOC(=O)/C(=N/Nc1ccc(Cl)cc1)S(=O)(=O)c1ccc(Cl)cc1 | 0.00635 |
| Cc1cccc(-c2nnc3n2N=C(c2ccc(Br)cc2)CS3)c1 | -0.00724 |
| CCSc1nnc(-c2cccnc2)n1Cc1ccco1 | 0.675 |
| Nn1c(SCc2cccc3ccccc23)nnc1-c1ccco1 | 0.0883 |
| COc1cc(Cl)ccc1S(=O)(=O)n1nc(C)cc1C | -1.32 |
| Cn1c(CCN2CCCCC2)nc2cc(NC(=O)Nc3ccccc3)ccc21 | 0.463 |
| COc1ccccc1N1CCN(CC(=O)Nc2c(C)n[nH]c2C)CC1 | 0.201 |
| O=C(NCc1ccccc1)c1c(O)c2cccc3c2n(c1=O)CCC3 | -2.31 |
| Cn1c(CN2CCN(c3ccc(Cl)cc3)CC2)nc2ccccc21 | -1.43 |
| COc1ccc(CCNc2oc(COc3ccccc3F)nc2C#N)cc1 | -5.91* |
| CC1(C)Cc2ccccc2-c2nnc(SCC(=O)Nc3ccc4c(c3)OCO4)n21 | -0.106 |
| NC(=O)CSCc1c(Cl)cccc1Cl | 0.68 |
| COc1ccc(Cl)cc1NC(=O)CSc1nnc(CN2CCOCC2)n1-c1ccc(Cl)cc1 | -1.92 |
| COc1ccccc1C(=O)C(O)c1ccccc1OC (stereo not given) | -0.45 |
| COC(=O)c1ccccc1NC(=O)c1cccc(NC(=O)c2ccc(Br)o2)c1C | -5* |
| CCN(CC)S(=O)(=O)c1cccc(NC(=O)C2SC(=Nc3ccc(C)cc3C)C(C(=O)NCC3CCCO3)=C2N)c1 (stereo not given) | -1.54 |
| CCc1nc2c(cnn2-c2ccc(Cl)cc2)c(=O)n1-c1ccc(OC)cc1 | -0.0271 |
| CC(C)COC(=O)c1ccc(NC(=O)C2C3C=CC(C3)C2C(=O)O)cc1 (stereo not given) | -0.261 |
| NC(=O)C(c1ccc(Cl)cc1)c1ccc(Sc2ccccc2)nn1 (stereo not given) | -2.62 |
| Cc1ccc(-n2nnc(-c3cc4ccccc4nc3Cl)n2)cc1 | -0.00131 |
| CCCS(=O)(=O)c1c(S(=O)(=O)CCC)c2ccccn2c1C(=O)OC | 0.015 |
| c1ccc(-n2nnnc2SCc2ccccn2)cc1 | 0.585 |
| C=C(C)CSc1nc(N)cc(=O)[nH]1 | 0.973 |
| COc1ccccc1C1CN=NC12CCCc1ccccc1C2=O (stereo not given) | -4.74* |
| COC(=O)Cn1c(CN2CCN(c3ccc(F)cc3)CC2)nc2c1c(=O)n(C)c(=O)n2C | 0.841 |
| COc1ccc(CCNC(=O)CN(c2ccc(OC)c(OC)c2)S(C)(=O)=O)cc1 | 0.597 |
| c1ccc(CNc2ncnc3nc[nH]c23)nc1 | -0.101 |
| CCOC(=O)c1c(-c2ccc(C)o2)csc1NC(=O)COC(=O)c1ccc(NC(N)=O)cc1 | 0.225 |
| O=C(CSCc1cccc(Cl)c1)NCc1ccc2c(c1)OCO2 | -3.14 |
| c1ccc2c3c([nH]c2c1)C1(CCCCC1)NCC3 | 0.103 |

Structures listed so far marked active in Cav3 T inh.
| SMILES | Cav3 T inh |
| --- | --- |
| COc1ccc(CCNc2oc(COc3ccccc3F)nc2C#N)cc1 | -5.91* |
| COC(=O)c1ccccc1NC(=O)c1cccc(NC(=O)c2ccc(Br)o2)c1C | -5* |
| COc1ccccc1C1CN=NC12CCCc1ccccc1C2=O (stereo not given) | -4.74* |

More structures follow.
| SMILES | Cav3 T inh |
| --- | --- |
| c1ccc(CCNc2ncnc3scc(C4COc5ccccc5O4)c23)cc1 (stereo not given) | -3.59 |
| COc1ccc(C2CC(O)(c3ccccc3)Oc3cc(OC)c(OC)c(OC)c32)cc1 (stereo not given) | -3.86 |
| C/C=C/C(=O)Nc1ccccc1Br | 1.53 |
| OC1COC(OCC2OC(OCc3ccccc3)C(O)C(O)C2O)C(O)C1O (stereo not given) | 0.698 |
| O=C(NCc1ccc2c(c1)OCO2)c1ccc2c(c1)C(=O)N(Cc1cccnc1)C2=O | -1.28 |
| Cc1ccc(S(=O)(=O)N2CCN(S(=O)(=O)N3CCCCC3)CC2)c(C)c1 | 1.01 |
| CC(C)CCOc1ccc(-c2c(=O)n(OCc3ccc([N+](=O)[O-])cc3)c3ccccc3[n+]2[O-])cc1 | 1.29 |
| O=C1OC(Nc2ccc3c(c2)OCO3)c2ccccc21 (stereo not given) | 0.5 |
| Cc1cccc(NC(=O)c2cnc3scc(C)n3c2=O)c1 | 0.265 |
| COc1ccc(CCn2nnc(-c3ccc(NC(C)=O)c(Cl)c3)n2)cc1 | 0.111 |
| COc1ccc(OC)c(S(=O)(=O)n2cccn2)c1 | 0.671 |
| COc1ccc(CCNC(=O)c2ccccc2NC(=O)c2ccco2)cc1OC | 0.213 |
| O=C(CN1CCC(n2nnc3ccccc32)CC1)Nc1ccc2c(c1)CCC2 | -2.42 |
| O=C(CSc1nnc(-c2ccco2)o1)NCC(=O)c1ccccc1 | 0.0704 |
| CCc1ccc(S(=O)(=O)NCc2cn3cccc(C)c3n2)s1 | 0.168 |
| Cc1cc(N2CCOCC2)c2c(N)c(Br)cc(C)c2n1 | 0.0319 |
| CCOC(=O)c1c(NC(=O)CSc2ncn[nH]2)sc(C)c1C | -1.15 |
| Cc1ccc(-c2oc3ccccc3c(=O)c2O)cc1 | 0.375 |
| N#Cc1nc(-c2ccc(OCc3ccc(Cl)cc3)cc2)oc1NCCCn1ccnc1 | 0.588 |
| O=C1C=CN(Cc2ccccc2)CC1 | 1.01 |
| CC1CCN(C(=O)COC(=O)c2cc(Cl)cc(Cl)c2N)CC1 | 0.176 |
| O/N=C1/CCc2cccc3cccc1c23 | -1.29 |
| Cc1cccc(-c2nc(CS(=O)CC(=O)N3CCCCC3)c(C)o2)c1 (stereo not given) | 0.489 |
| CCN(CC)c1cccc(OC2=NS(=O)(=O)c3ccccc32)c1 | 0.85 |
| C/C(=N\NS(=O)(=O)c1ccc(Cl)cc1)c1ccc(O)cc1 | -0.955 |
| Cc1sc(NC(=O)COc2cccc(-n3cnnn3)c2)c(C#N)c1C | 0.517 |
| COc1ccc(CN2CCC(C(=O)N(C)CCc3ccc(OC)c(OC)c3)CC2)c(OC)c1 | 0.0292 |
| COc1ccc(CC(=O)N2CCN(c3ccccn3)CC2)cc1OC | 1.64 |
| COc1ccc2oc(=O)c(C(=O)N3CCN(c4ccc(F)cc4)CC3)cc2c1 | 0.694 |
| Cc1nc2c(C(=O)NCc3ccc4c(c3)OCO4)c[nH]n2c(=O)c1Cc1ccccc1F | -5.22* |

At a glance, 5 of the compounds above.
| SMILES | Cav3 T inh |
| --- | --- |
| Cc1cc(N2CCOCC2)c2c(N)c(Br)cc(C)c2n1 | 0.0319 |
| CCOC(=O)c1c(NC(=O)CSc2ncn[nH]2)sc(C)c1C | -1.15 |
| Cc1ccc(-c2oc3ccccc3c(=O)c2O)cc1 | 0.375 |
| N#Cc1nc(-c2ccc(OCc3ccc(Cl)cc3)cc2)oc1NCCCn1ccnc1 | 0.588 |
| O=C1C=CN(Cc2ccccc2)CC1 | 1.01 |

Further structures
| SMILES | Cav3 T inh |
| --- | --- |
| O=C(Nc1ccccc1)C1CCN(c2nccs2)CC1 | 0.47 |
| COc1ccc(NC(=O)CC(Cc2ccccc2)C(=O)O)cc1 (stereo not given) | -0.128 |
| CC(C)=CCCC(C)CN1CCC(O)CC1 (stereo not given) | -0.134 |
| Cc1ccc(C2CC(C(F)F)n3ncc(C(=O)Nc4cnn(Cc5ccccc5C)c4)c3N2)cc1 (stereo not given) | -0.0538 |
| CNC(=O)N(C1=NCC(C)S1)c1ccc(F)cc1F (stereo not given) | 0.953 |
| CCCCCCn1c(SCCOC)nc2c1c(=O)[nH]c(=O)n2C | -0.37 |
| O=C(Nc1cccc(-c2csc(Nc3cccc(C(F)(F)F)c3)n2)c1)c1cc([N+](=O)[O-])cc(C(F)(F)F)c1 | -0.0503 |
| O=C(Nc1cccn(Cc2c(Cl)cccc2Cl)c1=O)c1ccc(Cl)cc1Cl | -2.03 |
| C=CCNC(=O)C1CC(=O)N(c2ccc(OCC(=O)Nc3ccc(Cl)c(C(F)(F)F)c3)cc2)C1 (stereo not given) | 1.39 |
| CC1=C(C(=O)OCc2ccc3c(c2)OCO3)C(c2ccccc2OCc2ccccc2)NC(=O)N1 (stereo not given) | -3.44 |
| COc1ccc(N(CC(=O)Nc2ccc(S(=O)(=O)N3CCCC3)cc2)S(C)(=O)=O)cc1OC | 0.013 |
| Cc1cc(C)nc(SCC(=O)Nc2ccc(S(=O)(=O)Nc3nccs3)cc2)n1 | 0.958 |
| CC(=O)c1cccc(NC(=O)c2onc(C)c2Cl)c1 | 0.336 |
| O=c1c2c3n(c(=O)nc2[nH]n1-c1ccccc1)CCCCC3 | 0.91 |
| COc1ccc(NC(=O)CC2SC(=Nc3ccccc3)NC2=O)cc1 (stereo not given) | 0.986 |
| Cc1ccc(NC(=S)N/C(=N/S(=O)(=O)c2ccccc2)c2ccccc2)cc1 | -0.714 |
| COc1ccccc1C(=O)N1CCCC1(C#N)c1ccccc1 (stereo not given) | 0.306 |
| CC(CC(=O)NC1CCSC1=O)c1ccccc1 (stereo not given) | 0.759 |
| Cc1cc(OCc2ccc(F)cc2)nc(-c2ccccc2O)n1 | -0.273 |
| COC(=O)c1c(-c2ccc(Br)cc2)csc1NC(=O)Cc1ccc(OC)c(OC)c1 | -0.872 |
| Nc1sc2c(c1C(=O)NC1CCS(=O)(=O)C1)CCC2 (stereo not given) | 0.132 |
| COc1cccc(N(C(=O)c2ccco2)C(C(=O)NC2CCCC2)c2ccc(N(C)C)cc2)c1 (stereo not given) | -1.48 |
| COc1cccc(NC(=O)CSc2ccc3nnc(-c4ccncc4)n3n2)c1 | -0.875 |
| Cc1ccc(NC(=O)CC(O)(C(F)(F)F)C(F)(F)F)c(Br)c1 | -0.891 |
| Cc1ccc(N2C(=O)CC(N(O)C3CC(=O)N(c4ccc(C)cc4)C3=O)C2=O)cc1 (stereo not given) | 0.00497 |
| CCc1nc(SCC(=O)NNC(=O)C2CCCCC2)c2ccccc2n1 | 0.305 |
| COC(=O)CSC1=C(C#N)C(c2ccc(C)cc2)C2=C(CCCC2=O)N1 (stereo not given) | 0.458 |
| O=C(Nc1cccc(O)c1)c1ccccc1 | 0.253 |
| Cc1ccc(OCCNC(=O)Cn2cnc3c(=O)n(C)c(=O)n(C)c32)cc1C | 0.137 |
| O=C(CN(C(=O)C1COc2ccccc2O1)c1ccccc1)NCC1CCCO1 (stereo not given) | 2.45 |
| Cc1ccc(Cl)cc1Nc1nc(-c2sc(NC(=O)C(C)(C)C)nc2C)cs1 | 0.11 |
| O=C(COC(=O)c1cccc(S(=O)(=O)N2CCOCC2)c1)Nc1ccc2c(c1)OCO2 | 0.345 |
| COc1ccc(Nc2nc(-c3cccs3)cs2)cc1 | 0.116 |
| COC(=O)C(C(=O)OC)C(C[N+](=O)[O-])c1ccc(OC)c(OC)c1 (stereo not given) | 1.63 |
| COc1ccc2[nH]cc(C3N4CC5(C)CN3CC(C)(C4)C5=O)c2c1 (stereo not given) | 0.247 |
| COC(=O)c1c(NC(=O)CN2CCOCC2)sc2c1CCC(C)C2 (stereo not given) | 0.321 |
| NS(=O)(=O)c1cccnc1Nc1cccc(Cl)c1Cl | -0.33 |
| CCN1CCN(c2cc(C)c3cc(NC(=O)c4ccc(Br)o4)ccc3n2)CC1 | -0.668 |
| CC(=O)O[C@@H]1[C@@H](OC(C)=O)[C@H](n2ccc3cc([N+](=O)[O-])ccc32)OC[C@@H]1OC(C)=O | 0.379 |
| COc1cccc(-n2nnnc2SCC(=O)Nc2cccc(NC(C)=O)c2)c1 | -0.0469 |
| Cc1ccnc(NC(=O)CCC(=O)N(CC(=O)NC2CCCCC2)c2ccc3c(c2)OCO3)c1 | -4.46* |
| Cc1ccc([N+](=O)[O-])cc1NC1OC(CO)C(O)C1O (stereo not given) | 1.76 |
| C=CCn1c(CCNC(=O)c2cccs2)nnc1SCC(=O)Nc1cccc(Cl)c1C | 0.201 |
| Cc1ccc(C2CC(=O)Oc3cc(O)ccc32)cc1 (stereo not given) | -0.455 |
| O=C(CSC1=Nc2ccccc2C2=NC(CC(=O)NCc3ccco3)C(=O)N12)NCc1ccco1 (stereo not given) | 0.442 |
| CCOC(=O)N1CCC(NC(=O)C2CCCN(S(C)(=O)=O)C2)CC1 (stereo not given) | -2.03 |
| COc1ccccc1C1C=C(c2ccccc2)Nc2nnnn21 (stereo not given) | -0.119 |
| O=C1c2ccccc2C(=O)N1CCc1ccccn1 | 0.37 |
| CCOC(=O)c1cc(C#N)c(SCC(=O)c2cc(C#N)c(SC)nc2C)[nH]c1=O | -1.74 |
| CCc1ccc2c(c1)C(c1ccc([N+](=O)[O-])cc1)=NNC(c1ccc(F)cc1)=N2 | -1.3 |
| CCn1c(N)c(C(=O)NCc2cccnc2)sc1=S | 0.737 |
| Cc1cc(C(=O)C(=O)NC(C)C)c(C)n1-c1ccc([N+](=O)[O-])cc1 | 0.23 |
| COc1ccc(C(O)c2nccn2Cc2ccccc2)cc1 (stereo not given) | 1.13 |
| COc1cc(NC(=O)c2cccc3c2C(=O)N(Cc2cccnc2)C3)cc(OC)c1OC | 1.18 |
| COc1ccc(C(C(=O)NC2CCCCC2)N(C(=O)c2sc(C)nc2C)c2ccccc2C)cc1 (stereo not given) | -0.819 |
| CCN1C(=O)/C(=C\c2cccs2)C(C(=O)OC)=C1C | 0.638 |
| CCCC(=O)n1nc(-c2ccco2)nc1SCc1ccccc1 | -0.261 |
| CCOC(=O)c1ccc(NC(=O)c2ccc3c(c2)OCO3)cc1 | 0.0499 |
| CCOC(=O)C1CCCN(C(=O)CCc2ccccc2)C1 (stereo not given) | 0.0466 |
| O=C(CSc1nnc(-c2ccco2)n1-c1ccccc1)NCc1ccc2c(c1)OCO2 | 0.109 |

Later entries
| SMILES | Cav3 T inh |
| --- | --- |
| O=C1CNCc2[nH]c3ccccc3c2N1c1ccccc1 | 0.473 |
| CCOC(=O)c1sc(NC(=O)CN2C(=O)c3cccc4cccc(c34)C2=O)nc1C | -0.277 |
| COc1ccccc1/C=C/C=N/n1c(COc2ccccc2)n[nH]c1=S | 0.416 |
| O=C(O)CSCc1c(F)cccc1Cl | 0.0494 |
| CCc1cc2c(-n3nc(C)cc3C)ncnc2s1 | 0.0496 |
| O=C(CSc1nc2ccccc2s1)N1CCOCC1 | 0.301 |
| COc1cccc(CNc2ccc(Br)cn2)c1O | -6.5* |

Bioassay records as filed in PubChem BioAssay.

The list is partial. The share of hits here may be higher or lower than overall.
